Source: PubChem BioAssay
mIAP inh – blocks mouse intestinal alkaline phosphatase; purified mouse IAP, CDP-Star luminescence, 30 min; inhibition, % at 10 µM; 0.2% of 330,000 active; AID 2806;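 active = inhibition of at least 40% at 10 µM in the primary screen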;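 note: plate controls were DMSO with enzyme for no effect and no enzyme wells for full effect; values of inactives mirror those of a sister screen read the other way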
PfG6PD inh – PfG6PD (Plasmodium falciparum) enzyme inhibition; PfGluPho enzyme, NADPH resazurin-diaphorase fluorescence; inhibition, % at 20 µM; 0.78% of 350,000 active; AID 504690;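 active = inhibition reaching at least a set limit at 20 µM in the primary screen, cut at about 59% in these data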;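 note: 0% = DMSO wells with substrate and 100% = DMSO wells lacking glucose-6-phosphate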
APOBEC3A inh – human APOBEC3A DNA deaminase inhibition. recombinant A3A, FAM/TAMRA ssDNA deamination fluorescence. inhibition, % at 20 µM. 0.41% of 330,000 active. AID 493011;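 active = at least 40% inhibition at 20 µM here, with at most 30% in a related deaminase screen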;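 note: plate controls were A3A with DMSO for no effect and wells lacking A3A enzyme for full effect; some results filed as inactive read as strong as hits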
HKDC1 inhibitor – blocks human hexokinase HKDC1 activity | inhibition, % at 20 µM | 0.16% of 340,000 active | Q2TB90 | recombinant HKDC1, G6PDH/diaphorase resazurin coupled fluorescence;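 active = inhibition above about 35% when tested at 20 µM, limit read from the data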;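 note: plate controls were DMSO wells with enzyme for no effect and DMSO wells lacking enzyme for full effect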
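Assay system: recombinant HKDC1 hexokinase; detection: coupled resazurin fluorescence, excitation 525 nm, emission 613 nm; benchmarks: DMSO-plus-enzyme-mix negative control, buffer-substituted positive control; compound dosing: single 20 µM dose; schedule: 90 min at room temperature in dark; also added: glucose plus 1 mM ATP as hexokinase substrates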
hIAP inh – blocks human intestinal alkaline phosphatase; purified IAP, CDP-Star luminescence, 30 min; P09923; inhibition, % at 10 µM; 0.12% of 330,000 active;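 active = inhibition reaching a set limit with compound at 10 µM in the primary screen, cut at about 35% in these data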;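 note: plate controls were DMSO wells with enzyme for no effect and no-enzyme buffer wells for full effect; values of inactives mirror those of a sister screen read the other way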
Target sequence (P09923 whole entry, looked up): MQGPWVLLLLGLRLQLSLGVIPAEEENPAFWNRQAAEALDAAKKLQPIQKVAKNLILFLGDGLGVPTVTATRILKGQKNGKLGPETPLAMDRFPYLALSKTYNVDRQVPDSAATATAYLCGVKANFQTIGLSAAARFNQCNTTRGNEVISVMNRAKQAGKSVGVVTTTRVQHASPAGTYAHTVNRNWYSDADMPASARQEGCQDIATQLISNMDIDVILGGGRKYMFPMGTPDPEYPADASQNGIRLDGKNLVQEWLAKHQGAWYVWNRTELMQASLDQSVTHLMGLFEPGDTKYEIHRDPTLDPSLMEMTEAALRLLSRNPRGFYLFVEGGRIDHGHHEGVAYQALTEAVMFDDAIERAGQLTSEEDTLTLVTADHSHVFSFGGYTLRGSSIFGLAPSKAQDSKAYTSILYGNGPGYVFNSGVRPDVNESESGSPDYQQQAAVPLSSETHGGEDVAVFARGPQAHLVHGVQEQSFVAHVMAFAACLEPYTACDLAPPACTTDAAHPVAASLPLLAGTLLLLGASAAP
ATG4B inh – inhibitors of human ATG4B cysteine protease; ATG4B cleavage of LC3-PLA2, NBD-HPC fluorescence, 1 h; inhibition, % at 8.33 µM; AID 504462; 0.51% of 340,000 active; Q9Y4P1; in the data active = inhibition above about 40%
Target sequence (Q9Y4P1 whole entry, looked up): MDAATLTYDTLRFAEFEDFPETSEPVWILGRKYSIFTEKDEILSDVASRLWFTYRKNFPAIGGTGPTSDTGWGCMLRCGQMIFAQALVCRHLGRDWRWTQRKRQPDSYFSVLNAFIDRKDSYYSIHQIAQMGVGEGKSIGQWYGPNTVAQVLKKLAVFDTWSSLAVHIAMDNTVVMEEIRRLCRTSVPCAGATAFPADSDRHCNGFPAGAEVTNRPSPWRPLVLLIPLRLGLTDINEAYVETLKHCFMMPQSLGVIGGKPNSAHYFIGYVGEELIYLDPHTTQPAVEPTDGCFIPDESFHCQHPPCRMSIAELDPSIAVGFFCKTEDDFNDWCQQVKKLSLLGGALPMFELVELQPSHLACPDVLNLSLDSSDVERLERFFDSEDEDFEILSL
mIAP act – increases mouse intestinal alkaline phosphatase activity; activation factor at 10 µM; AID 2805; muIAP, CDP-Star luminescence, 30 min; active compounds read high; 1 = vehicle-only enzyme signal, 0 = enzyme-free wells; 0.24% of 330,000 active;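 active = activation factor of at least 2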; note: the source names both 10 and 20 µM as test concentration; values of inactives mirror those of a sister screen read the other way
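also added = chemiluminescent substrate CDP-Star | test system = mouse IAP enzyme | signal = chemiluminescence readout | compound = DMSO-dissolved test compounds | incubation = 30 min at room temperature | benchmarks = DMSO wells, no-enzyme wells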
hIAP act – human IAP activation | 0.16% of 330,000 active | activation factor at 10 µM | AID 2524 | purified human IAP, CDP-Star luminescence, 30 min; active compounds read high; 1 = vehicle-only enzyme, 0 = enzyme-free background;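 active = activation factor of the enzyme at least 2-fold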; note: the source names both 10 and 20 µM as test concentration; values of inactives mirror those of a sister screen read the other way
* = called active by the depositor. Not a hit list; 2.4% or so of the library scored in one or more.

`CCCN(CC1CC1)C(=O)COC(=O)c1[nH]c(C)c(C(=O)OCC)c1C` gave mIAP inh 0, PfG6PD inh 2, APOBEC3A inh 2, HKDC1 inhibitor -12, hIAP inh 0, ATG4B inh -7, mIAP act 1 and hIAP act 1.
CCCCC(NC(C)=O)c1nc2ccccc2n1CCC (configuration not stated) was read as mIAP inh 5, PfG6PD inh -2, APOBEC3A inh -4, HKDC1 inhibitor 0, hIAP inh -2, ATG4B inh -13, mIAP act 0.95 and hIAP act 1.
Screening COc1ccc(CCNS(=O)(=O)c2ccc(OC)c(OC)c2)cc1OC returned mIAP inh 0, PfG6PD inh -4, APOBEC3A inh -2, HKDC1 inhibitor -2, hIAP inh -25, ATG4B inh -2, mIAP act 1 and hIAP act 1.2.
For Cc1ccc(NC(=O)C2Cc3ccccc3CN2C(=O)c2ccccc2)cc1Cl (configuration not stated) the results were mIAP inh -81, PfG6PD inh 94*, APOBEC3A inh -1, HKDC1 inhibitor -2, hIAP inh 10, ATG4B inh 38, mIAP act 1.8 and hIAP act 0.9.
`CCC(O)CNC(=O)CCc1nnc(C2(c3ccc(Cl)cc3)CCC2)o1` (configuration not stated) gave mIAP inh -11, PfG6PD inh -8, APOBEC3A inh 2, HKDC1 inhibitor -6, hIAP inh 6, ATG4B inh -8, mIAP act 1.1 and hIAP act 0.94.
Cc1cc(C)n2nc(C)c(Br)c2n1 was read as mIAP inh -3, PfG6PD inh 1, APOBEC3A inh -6, HKDC1 inhibitor -8, hIAP inh -22, ATG4B inh -6, mIAP act 1 and hIAP act 1.2.
`COc1cc(CN2CCNC(=O)C2CC(=O)N2CCc3ccccc3C2)cc(OC)c1` (configuration not stated) gave mIAP inh -2, PfG6PD inh -6, APOBEC3A inh 2, HKDC1 inhibitor -7, hIAP inh -2, ATG4B inh 28, mIAP act 1 and hIAP act 1.
Cc1onc(-c2ccccc2Cl)c1C(=O)N1CCN(Cc2ccc3c(c2)OCO3)CC1 was read as mIAP inh 4, PfG6PD inh 1, APOBEC3A inh 0, HKDC1 inhibitor -7, hIAP inh -10, ATG4B inh -10, mIAP act 0.96 and hIAP act 1.1.
`CC1CC(CN)CC(CO)C1` (configuration not stated) gave mIAP inh -6, PfG6PD inh -25, APOBEC3A inh 0, HKDC1 inhibitor -2, hIAP inh 9, ATG4B inh 4, mIAP act 1.1 and hIAP act 0.91.
O=C(NNC(=O)c1ccccc1-n1cccc1)c1cccc(Cl)c1 was read as mIAP inh 13, PfG6PD inh -16, APOBEC3A inh -6, HKDC1 inhibitor -9, hIAP inh -7, ATG4B inh 12, mIAP act 0.87 and hIAP act 1.1.
For CCC(=O)Nc1sc2c(c1C(N)=O)CCN(Cc1ccccc1)C2 the results were mIAP inh -22, PfG6PD inh 17, APOBEC3A inh -4, HKDC1 inhibitor -4, hIAP inh 0, ATG4B inh -12, mIAP act 1.2 and hIAP act 1.
O=c1[nH][nH]c2cc(=O)n(-c3cccc(C(F)(F)F)c3)nc12 was read as mIAP inh 11, PfG6PD inh -22, APOBEC3A inh 3, HKDC1 inhibitor -8, hIAP inh -13, ATG4B inh 11, mIAP act 0.89 and hIAP act 1.1.

The list goes on (4 carried over from the part before).
`CC1CC(CN)CC(CO)C1` (configuration not stated) gave mIAP inh -6, PfG6PD inh -25, APOBEC3A inh 0, HKDC1 inhibitor -2, hIAP inh 9, ATG4B inh 4, mIAP act 1.1 and hIAP act 0.91.
O=C(NNC(=O)c1ccccc1-n1cccc1)c1cccc(Cl)c1 was read as mIAP inh 13, PfG6PD inh -16, APOBEC3A inh -6, HKDC1 inhibitor -9, hIAP inh -7, ATG4B inh 12, mIAP act 0.87 and hIAP act 1.1.
For CCC(=O)Nc1sc2c(c1C(N)=O)CCN(Cc1ccccc1)C2 the results were mIAP inh -22, PfG6PD inh 17, APOBEC3A inh -4, HKDC1 inhibitor -4, hIAP inh 0, ATG4B inh -12, mIAP act 1.2 and hIAP act 1.
O=c1[nH][nH]c2cc(=O)n(-c3cccc(C(F)(F)F)c3)nc12 was read as mIAP inh 11, PfG6PD inh -22, APOBEC3A inh 3, HKDC1 inhibitor -8, hIAP inh -13, ATG4B inh 11, mIAP act 0.89 and hIAP act 1.1.
Screening Cc1occc1C(=O)N1CCCC(CCC(=O)NCc2ccc(F)c(F)c2)C1 (configuration not stated) returned mIAP inh -5, PfG6PD inh -4, APOBEC3A inh 4, HKDC1 inhibitor 3, hIAP inh -13, ATG4B inh 6, mIAP act 1.1 and hIAP act 1.1.
COc1ccc2c(-c3ccc(OCCN4CCCCC4)cc3)c(-c3ccccc3OC)sc2c1 was read as mIAP inh -2, PfG6PD inh 22, APOBEC3A inh 2, HKDC1 inhibitor 1, ATG4B inh -4 and mIAP act 1.
O=C(CSc1n[nH]c(-c2cccs2)n1)NCCc1ccccc1 was read as mIAP inh -3, PfG6PD inh -15, APOBEC3A inh 0, HKDC1 inhibitor 2, hIAP inh 18, ATG4B inh 9, mIAP act 1 and hIAP act 0.82.
Cn1nc(C(=O)OCC(=O)c2ccc(Cl)cc2)c2ccccc2c1=O was read as mIAP inh 10, PfG6PD inh -9, APOBEC3A inh -2, HKDC1 inhibitor -2, hIAP inh -1, ATG4B inh 2, mIAP act 0.9 and hIAP act 1.
Screening CC(C)CN(C(=O)CN(C)CC(=O)Nc1ccc(Cl)c(C(F)(F)F)c1)c1c(N)n(CC(C)C)c(=O)[nH]c1=O returned mIAP inh -10, PfG6PD inh -9, APOBEC3A inh 17, HKDC1 inhibitor 2, hIAP inh -25, ATG4B inh 2, mIAP act 1.1 and hIAP act 1.2.
Screening COc1ccccc1NC(=O)N1CCc2[nH]c3ccc(F)cc3c2C1 returned mIAP inh -4, PfG6PD inh 10, APOBEC3A inh 0, HKDC1 inhibitor 3, hIAP inh -7, ATG4B inh -7, mIAP act 1 and hIAP act 1.1.
Screening Cc1ccc(-n2[nH]c(C)c(C=Nc3ccc(Br)cn3)c2=O)cc1 returned mIAP inh -5, PfG6PD inh -10, APOBEC3A inh 4, HKDC1 inhibitor -5, hIAP inh -19, ATG4B inh -9, mIAP act 1 and hIAP act 1.2.
For Cc1ccc(S(=O)(=O)NCCOCCNS(=O)(=O)c2ccc(C)cc2)cc1 the results were mIAP inh 5, PfG6PD inh -19, APOBEC3A inh -1, HKDC1 inhibitor -5, hIAP inh -14, ATG4B inh 0, mIAP act 0.95 and hIAP act 1.1.
For S=C(Nc1ccccc1)Nc1ccc(Br)cn1 the results were mIAP inh 12, PfG6PD inh -6, APOBEC3A inh -4, HKDC1 inhibitor -4, hIAP inh 13, ATG4B inh 3, mIAP act 0.88 and hIAP act 0.87.
Screening O=C(CN1CCCC1)Nc1ccc(S(=O)(=O)N2CCCCC2)cc1 returned mIAP inh -10, PfG6PD inh 8, APOBEC3A inh 1, HKDC1 inhibitor -6, hIAP inh 1, ATG4B inh 5, mIAP act 1.1 and hIAP act 0.99.
COc1ccc(C(CC(=O)N2CCCCC2)C(C)C)cc1 (configuration not stated) was read as mIAP inh -3, PfG6PD inh 4, APOBEC3A inh -1, HKDC1 inhibitor -5, hIAP inh -20, ATG4B inh 0, mIAP act 1 and hIAP act 1.2.
For CCc1noc(C)c1C(=O)OCC(=O)Nc1ncc(Cl)cc1Cl the results were mIAP inh -4, PfG6PD inh -1, APOBEC3A inh -2, HKDC1 inhibitor -1, hIAP inh -18, ATG4B inh 4, mIAP act 1 and hIAP act 1.2.
For O=C(N/C(=C/c1cccs1)C(=O)N1CCCCCC1)c1ccccc1 the results were mIAP inh 7, PfG6PD inh -15, APOBEC3A inh 0, HKDC1 inhibitor -20, hIAP inh -1, ATG4B inh 10, mIAP act 0.93 and hIAP act 1.
CC(=O)c1ccc(NCC(=O)N2CCN(S(=O)(=O)c3ccccc3)CC2)cc1 was read as mIAP inh 11, PfG6PD inh -1, APOBEC3A inh -6, HKDC1 inhibitor -4, hIAP inh 8, ATG4B inh -7, mIAP act 0.89 and hIAP act 0.92.
For Cc1oc(C(C)(C)C)cc1C(=O)NCC(=O)NCC(=O)O the results were mIAP inh -4, PfG6PD inh -15, APOBEC3A inh -1, HKDC1 inhibitor -10, hIAP inh -1, ATG4B inh -3, mIAP act 1 and hIAP act 1.
For O=C(Nc1ccc2c(c1)OCO2)c1ccc2c(c1)S(=O)(=O)c1ccccc1C2=O the results were mIAP inh 8, PfG6PD inh -15, APOBEC3A inh -2, HKDC1 inhibitor -1, hIAP inh 0, ATG4B inh -4, mIAP act 0.92 and hIAP act 1.
Screening CC(c1ccccc1)N1C(=O)c2cccnc2C1=O (configuration not stated) returned mIAP inh 1, PfG6PD inh -17, APOBEC3A inh 0, HKDC1 inhibitor -3, hIAP inh 4, ATG4B inh 2, mIAP act 0.99 and hIAP act 0.96.
`N#Cc1cnc(Oc2ccc(Cl)cc2)nc1N` gave mIAP inh 1, PfG6PD inh 4, APOBEC3A inh 1, HKDC1 inhibitor 1, hIAP inh -9, ATG4B inh 1, mIAP act 0.99 and hIAP act 1.1.
`COc1ccc(-c2nn(-c3ccccc3)cc2/C=N/n2cnnc2)cc1OC` gave mIAP inh 1, PfG6PD inh -1, APOBEC3A inh -1, HKDC1 inhibitor -1, hIAP inh -11, ATG4B inh -7, mIAP act 0.99 and hIAP act 1.1.
O=c1cc(O)c2sc3nc4c(c(C(F)(F)F)c3c2[nH]1)CCCCC4 was read as mIAP inh 4, PfG6PD inh -23, APOBEC3A inh 4, HKDC1 inhibitor 8, hIAP inh 2, ATG4B inh 18, mIAP act 0.96 and hIAP act 0.98.
`N#Cc1cc2c(nc1SCC(=O)O)CCCC2` gave mIAP inh 0, PfG6PD inh -6, APOBEC3A inh -4, HKDC1 inhibitor -4, hIAP inh 1, ATG4B inh -11, mIAP act 0.99 and hIAP act 0.99.
`CCc1ccc(NC(=O)COc2ccc(F)cc2C(=O)c2cnn(-c3ccccc3)c2)cc1` gave mIAP inh 10, PfG6PD inh 27, APOBEC3A inh -2, HKDC1 inhibitor -4, hIAP inh -5, ATG4B inh 14, mIAP act 0.9 and hIAP act 1.1.
COCC(C)NC(=O)/C=C/c1ccc(OC)cc1 (configuration not stated) was read as mIAP inh -8, PfG6PD inh -11, APOBEC3A inh 0, HKDC1 inhibitor 13, hIAP inh 16, ATG4B inh -5, mIAP act 1.1 and hIAP act 0.83.
CN1CC(=O)N(CC(=O)NC2CCCCC2)C1=O was read as mIAP inh 3, PfG6PD inh 0, APOBEC3A inh 7, HKDC1 inhibitor -9, hIAP inh -4, ATG4B inh -6, mIAP act 0.97 and hIAP act 1.
`Cn1c(COc2cccc3cccnc23)nnc1SCC(=O)O` gave mIAP inh 15, PfG6PD inh 9, APOBEC3A inh -1, HKDC1 inhibitor -6, hIAP inh -2, ATG4B inh -5, mIAP act 0.85 and hIAP act 1.
For COc1cccc(C(=O)CSc2nnnn2C2CCCCC2)c1 the results were mIAP inh -3, PfG6PD inh 2, APOBEC3A inh -4, HKDC1 inhibitor 0, hIAP inh -15, ATG4B inh -14, mIAP act 1 and hIAP act 1.1.
Screening CC1=C(C(=O)OCc2ccccc2)C(c2ccc([N+](=O)[O-])cc2)NC(=O)N1CCCC(=O)O (configuration not stated) returned mIAP inh -6, PfG6PD inh 15, APOBEC3A inh 1, HKDC1 inhibitor -4, hIAP inh 18, ATG4B inh 11, mIAP act 1.1 and hIAP act 0.82.
For NC(=O)c1ccc(NC(=O)CCc2nc3sc4c(c3c(=O)[nH]2)CCCC4)cc1 the results were mIAP inh 1, PfG6PD inh -6, APOBEC3A inh -2, HKDC1 inhibitor 3, hIAP inh 6, ATG4B inh -1, mIAP act 0.99 and hIAP act 0.94.
